TRHR enhancer – TRH receptor (human) allosteric enhancement. TRHR cells, fluo-8 calcium fluorescence, EC20 TRH enhancement. P34981. actives 0.66% (n = 360,000). enhancement, % at 2 µM; in the data active means enhancement above about 30%; further: 0% is about no effect
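TRHR-expressing cells loaded with fluo-8 calcium dye were read kinetically (ex 480/em 530) during compound addition, then stimulated with an EC20 of TRH (10 nM final). Enhancement of the Gq-mediated intracellular calcium response was scored.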
TRHR ag – TRH receptor (human) agonism; TRHR cells, calcium flux fluo-8, FDSS agonist mode; activation, % at 2 µM; actives 0.18% (n = 360,000); further: 0% is about no effect
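Fluo-8-loaded TRHR cells; 10 s baseline, compound added, kinetic Ca2+ fluorescence read 1/s, agonist mode.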
D1 antagonist – blocks dopamine activation of the human D1 receptor; HEK293 TREx D1 cells, calcium flux, dopamine EC80; hits give low values; activity change, negative = inhibition, % at 10 µM; actives 3.2% (n = 360,000); in the data active means activity change below about -30%; further: on the % scale 0 is the no-effect control and ±100 the full control effect
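Compound effects on dopamine-evoked calcium signalling were measured in tetracycline-induced HEK293 Trex D1 cells. Dopamine at EC80 followed a 180 s compound pre-read, and fluorescence was tracked kinetically for 180 s more.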
D2 PAM – positive allosteric modulators of human D2 dopamine receptor; HEK293 T-REx D2, calcium flux, EC20 dopamine potentiation; potentiation, % at 10 µM; actives 0.34% (n = 340,000); AID 485347;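 active means potentiation over 3 SD above the plate norm, cut at about 30% in these data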; further: 0% is about no effect
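Potentiation of an EC20 dopamine calcium response is measured in a force-coupled, tetracycline-inducible Hek293 Trex D2 line. Compound-only kinetic reads over 180 s flag agonists before dopamine addition.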
D1 PAM – enhances dopamine response at the human D1 receptor; HEK293 TREx D1 cells, calcium flux, dopamine EC20 potentiation; potentiation, % at 10 µM; actives 0.036% (n = 360,000); AID 504651; in the data active means potentiation above about 30%; further: 0% is about no effect
D2 agonist – agonists of human D2 dopamine receptor; actives 0.53% (n = 340,000); AID 485358; P14416; activation, % at 2 µM; HEK293 T-REx D2 cells, calcium flux agonist mode;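 active means activation over 3 SD above normal in the single-dose calcium agonist read, cut at about 30% in these data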; further: 0% is about no effect
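HEK293 Trex D2 cells, tetracycline-induced, o/n 30 C 5% CO2; no-wash Ca dye, RT 30–90 min; 10-cycle baseline, 23 nl cpd added, kinetic Ca read 180 s; agonist hits = positive Ca response.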
RXFP1 antag – blocks the human relaxin receptor RXFP1. HEK293-RXFP1, relaxin-stimulated cAMP HTRF, 30 min; hits give low values. activity change, negative = inhibition, % at 57.5 µM. actives 0.59% (n = 350,000);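 active means activity change of -60% or lower, but not beyond a set lower limit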; further: on the % scale 0 is the no-effect control and ±100 the full control effect
Target sequence (Q9HBX9 whole entry, looked up): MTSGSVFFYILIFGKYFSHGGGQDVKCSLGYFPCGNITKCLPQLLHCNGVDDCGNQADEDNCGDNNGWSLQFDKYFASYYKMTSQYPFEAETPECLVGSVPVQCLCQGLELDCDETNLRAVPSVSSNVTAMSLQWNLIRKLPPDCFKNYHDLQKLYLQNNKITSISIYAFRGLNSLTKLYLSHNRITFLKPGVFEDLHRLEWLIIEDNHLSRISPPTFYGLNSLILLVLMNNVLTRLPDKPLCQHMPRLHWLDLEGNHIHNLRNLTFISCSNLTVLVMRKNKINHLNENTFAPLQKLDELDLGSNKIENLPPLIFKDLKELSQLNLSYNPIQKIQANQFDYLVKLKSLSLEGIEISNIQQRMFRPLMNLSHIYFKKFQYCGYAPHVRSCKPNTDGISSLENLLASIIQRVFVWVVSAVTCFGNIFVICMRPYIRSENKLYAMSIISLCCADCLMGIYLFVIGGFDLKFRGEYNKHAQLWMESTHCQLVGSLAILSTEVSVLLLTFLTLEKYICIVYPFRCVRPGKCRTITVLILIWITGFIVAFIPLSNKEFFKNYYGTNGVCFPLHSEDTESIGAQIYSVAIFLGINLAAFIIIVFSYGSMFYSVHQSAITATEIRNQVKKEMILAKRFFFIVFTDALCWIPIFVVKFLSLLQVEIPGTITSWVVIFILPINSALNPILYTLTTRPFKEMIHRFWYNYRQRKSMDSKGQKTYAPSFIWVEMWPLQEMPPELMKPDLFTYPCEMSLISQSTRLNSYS
D1 ag – activates the human D1 dopamine receptor. actives 1% (n = 360,000). HEK293 T-REx D1 cells, calcium flux, agonist mode. P21728. activation, % at 2 µM. AID 504660; further: 0% is about no effect
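Inducible HEK293 T-REx D1 cells, force-coupled to calcium signalling, were plated at 4000 cells/well with tetracycline and held overnight at 30 C. After no-wash calcium dye loading, compound-evoked calcium rise over 180 s flagged agonists.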
D2 antag – antagonizes the human D2 dopamine receptor. inhibition, % at 10 µM. HEK293 TREx D2 cells, calcium flux, dopamine EC80. actives 2% (n = 340,000). P14416; in the data active means inhibition above about 30%; further: 0% is about no effect
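Compounds are added to dye-loaded, induced HEK293 T-REx cells coupled to calcium release via D2; after a 3 min kinetic read an EC80 dopamine stimulus is given and fluorescence is recorded for 3 more min.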
Active calls of the source: *; . = no result given. Unless noted, no stated cut-off is given here; in the data, active means activation above about 30%; inactive means the rest.

The opening 4 records, to show the layout:
SMILES	TRHR enhancer	TRHR ag	D1 antagonist	D2 PAM	D1 PAM	D2 agonist	RXFP1 antag	D1 ag	D2 antag
O=C(CCCOc1ccc(Br)cc1)Nc1ccc(S(=O)(=O)N2CCOCC2)cc1	-4.2	0.5	-9.0	-8.5	-1.8	-0.5	1.5	16.7	11.5
CC1=NN(c2ccc(S(=O)(=O)O)cc2Cl)C(=O)C1	-5.2	0.4	-11.9	2.1	-4.7	-0.1	-8.3	0.9	-17.7
CCOc1cc(OCC)cc(C(=O)NCc2ccco2)c1	-1.6	-0.1	20.3	1.8	-4.2	-1.3	-0.9	-0.1	-4.4
CCCN(C(=O)c1ccco1)c1nnc(-c2ccccc2C)s1	4.2	-1.1	12.1	1.7	0.7	0.2	-23.0	27.8	-12.8

Results, from the start:
SMILES	TRHR enhancer	TRHR ag	D1 antagonist	D2 PAM	D1 PAM	D2 agonist	RXFP1 antag	D1 ag	D2 antag
O=C(CCCOc1ccc(Br)cc1)Nc1ccc(S(=O)(=O)N2CCOCC2)cc1	-4.2	0.5	-9.0	-8.5	-1.8	-0.5	1.5	16.7	11.5
CC1=NN(c2ccc(S(=O)(=O)O)cc2Cl)C(=O)C1	-5.2	0.4	-11.9	2.1	-4.7	-0.1	-8.3	0.9	-17.7
CCOc1cc(OCC)cc(C(=O)NCc2ccco2)c1	-1.6	-0.1	20.3	1.8	-4.2	-1.3	-0.9	-0.1	-4.4
CCCN(C(=O)c1ccco1)c1nnc(-c2ccccc2C)s1	4.2	-1.1	12.1	1.7	0.7	0.2	-23.0	27.8	-12.8
O=C1CC(c2cc3c(cc2Br)OCO3)C2=C(CCCC2=O)N1 (configuration not stated)	-8.1	0.6	17.3	5.6	-5.5	0.1	.	2.9	-4.0
CC1CCc2nc(NC(=O)C3CCCO3)sc2C1 (configuration not stated)	-0.9	-0.1	7.1	-1.1	5.8	0.0	-9.3	0.7	5.5
COc1ccccc1NC(=O)CSc1nnnn1-c1ccc(C(=O)O)cc1	0.5	1.9	-2.3	8.5	-0.9	1.0	-10.6	0.4	-22.4
N#Cc1ccccc1OCC(=O)NC(=O)NC1CCS(=O)(=O)C1 (configuration not stated)	8.3	0.4	5.0	-2.4	0.3	-0.2	1.5	3.3	-2.1
Cc1ccc(N2C(=O)C(NC(=O)c3ccccc3F)(C(F)(F)F)C3=C2CC(C)(C)CC3=O)cc1 (configuration not stated)	-9.3	0.5	6.3	2.0	-3.7	0.3	-16.0	3.5	-0.1
CNC(=S)NNC(=O)c1ccc(C(C)(C)C)cc1	-6.6	2.0	-17.3	-12.2	-4.3	0.3	8.8	1.7	-18.7
O=C(NCc1ccccc1)c1cccn1-c1nnc(N2CCCCC2)s1	3.3	-0.5	2.2	2.4	-2.5	.	-3.7	1.0	.
CCn1cc(C(=O)NCc2ccccc2Cl)c(=O)c2cc(S(=O)(=O)N3CCCCCC3)ccc21	-3.4	-0.5	-61.9*	-1.1	-1.8	-0.1	.	3.6	.
CN(C)C(CNC(=O)c1ccco1)c1cccs1 (configuration not stated)	1.1	-0.4	-14.2	0.9	-1.5	0.5	-8.2	-0.2	10.0
O=C(O)C1C(c2ccccc2)C(C(=O)Oc2ccc(O)cc2)C1c1ccccc1 (configuration not stated)	9.8	0.3	6.0	2.1	-0.4	0.4	6.9	1.1	-22.7
CCCC1CCC(c2nc(-c3cccnc3)no2)CC1 (configuration not stated)	-11.8	-0.2	4.4	1.7	6.0	-1.1	-10.3	4.4	-13.2
O=C(NCc1cccs1)C1CC(=O)N(c2ccccc2)C1 (configuration not stated)	-1.7	1.3	0.2	4.2	-0.1	0.1	-2.6	1.5	-5.7
CCCOc1cccc(C(=O)Nc2cccc(-c3nc4ncccc4o3)c2C)c1	13.8	-0.9	-9.7	-8.8	-0.6	.	.	0.1	.
Cc1cccc(N2CCN(C(=O)c3cccc(S(=O)(=O)N4CCOCC4)c3)CC2)c1C	-3.4	-0.4	-16.4	.	-9.6	.	-14.8	0.8	.
Cn1cc(C(=O)c2ccc(Cl)cc2Cl)cc1C(=O)O	3.4	0.1	0.3	2.6	4.8	0.3	-2.8	1.9	-6.7
CC(=O)Nc1ccc(SCC(=O)Nc2oc(C)c3c(C)n[nH]c(=O)c23)cc1	2.7	-0.1	-13.9	-0.1	2.6	0.5	3.9	0.4	-2.1
O=C(O)C1=C(OCc2ccc(F)c(F)c2)C(=O)NCC1	7.7	0.4	15.9	2.9	-3.2	-1.1	-5.4	3.3	-14.3
CC(NC(=O)c1ccc2c(c1)N(Cc1ccc(Cl)cc1)C(=O)c1ccccc1S2=O)c1ccccc1 (configuration not stated)	-0.8	1.1	-34.7*	-0.4	-5.9	0.8	.	8.2	.
COc1ccc(C(=O)Nc2cc3c4c(c2)C(C)C(=O)N4CCC3)cc1OC (configuration not stated)	1.5	0.0	-4.7	-2.4	-8.7	0.3	-8.3	1.7	5.3
CCOCCCNC(=O)c1ccc2c(=O)n(CCc3ccc(OC)c(OC)c3)c(=O)[nH]c2c1	-6.4	-0.1	-6.1	-17.0	-1.1	0.5	-0.7	2.0	.
C=CCNC(=O)c1onc(CSc2ccc(OC)cc2)c1C(=O)O	-5.7	0.5	4.2	-6.2	-0.6	-0.3	.	0.0	10.7
CCCCNc1cc(=O)n(C)c(=O)n1C	0.2	0.5	-9.5	10.2	-2.5	0.4	-1.4	2.7	9.9
Cc1cc(C)n(-c2nc(C(F)(F)F)nc3ccccc23)n1	0.1	-1.4	12.5	0.1	2.1	0.9	7.4	0.6	-15.8
COc1ccc(-n2nc(C(=O)NCCc3ccc(Cl)cc3)c3c4ccccc4n(C)c3c2=O)cc1	2.2	0.3	-5.8	3.7	4.0	0.1	6.2	1.5	.
Cc1ccn2cc(-c3ccc(S(=O)(=O)N4CCOCC4)cc3)nc2c1	12.2	-0.4	-2.2	1.4	1.6	-2.0	.	4.2	-2.2
CCC(=O)N1CCN(c2ccnc3cc(Cl)ccc23)CC1	14.3	1.3	6.2	5.9	-0.1	0.8	-5.0	1.2	0.1
C=CCc1c(NCCO)nc(C)[nH]c1=O	22.7	0.1	-12.5	4.6	1.9	-0.3	-13.7	1.2	9.8
CCn1cc(C(=O)N(C)Cc2ccccc2)c(=O)c2cc(S(=O)(=O)N3CCCCCC3)ccc21	-6.5	-0.8	-14.7	-0.1	1.8	0.1	.	-2.0	.
CCOC(=O)c1cnn(-c2nc(-c3ccccc3F)cs2)c1C(F)(F)F	0.8	1.6	90.9	2.3	0.5	0.7	-2.2	10.2	-10.8
COCCNC(=O)CN(C(=O)CCC(=O)Nc1ccccn1)c1ccc(OC)cc1	5.8	-1.0	16.7	6.1	7.7	-0.8	-6.0	0.8	1.0
Cc1ccc(-c2n[nH]c(=S)n2C)cc1Cl	-12.9	9.0	1.3	3.4	0.1	-1.3	-7.5	0.8	3.9
Cc1cc(C)c(NC(=O)c2ccc3nc(C(C)C)oc3c2)c(C)c1	8.6	0.2	-8.6	.	0.6	1.5	.	1.2	.
Cc1ccc(NC(=O)CN(C)C(=O)c2ccccc2Sc2ccccc2C#N)cc1	-3.9	0.5	8.7	-3.8	-3.5	0.5	2.3	4.9	-13.6
O=C(CCC1N=C2c3ccccc3N=C(SCc3ccc(F)cc3)N2C1=O)NCc1ccc(F)cc1 (configuration not stated)	0.4	-0.5	6.5	2.3	0.4	0.3	1.8	4.1	.
Cc1nnc2sc(-c3ccccn3)nn12	5.5	0.7	-4.8	15.5	-2.0	-0.5	-2.9	1.2	4.2
CCOC(=O)C1CCN(C(=O)COc2ccc(Cl)cc2C)CC1	-7.8	-0.3	0.4	-13.8	2.4	0.0	-6.0	2.3	13.2

Filtered by structure: those above with a furan ring, fused or not (4)
SMILES	TRHR enhancer	TRHR ag	D1 antagonist	D2 PAM	D1 PAM	D2 agonist	RXFP1 antag	D1 ag	D2 antag
CCOc1cc(OCC)cc(C(=O)NCc2ccco2)c1	-1.6	-0.1	20.3	1.8	-4.2	-1.3	-0.9	-0.1	-4.4
CCCN(C(=O)c1ccco1)c1nnc(-c2ccccc2C)s1	4.2	-1.1	12.1	1.7	0.7	0.2	-23.0	27.8	-12.8
CN(C)C(CNC(=O)c1ccco1)c1cccs1 (configuration not stated)	1.1	-0.4	-14.2	0.9	-1.5	0.5	-8.2	-0.2	10.0
CC(=O)Nc1ccc(SCC(=O)Nc2oc(C)c3c(C)n[nH]c(=O)c23)cc1	2.7	-0.1	-13.9	-0.1	2.6	0.5	3.9	0.4	-2.1

The list continues:
SMILES	TRHR enhancer	TRHR ag	D1 antagonist	D2 PAM	D1 PAM	D2 agonist	RXFP1 antag	D1 ag	D2 antag
CCCSc1nnc(NC(=O)CSc2nc3[nH]c(=O)cc(O)c3s2)s1	6.3	0.5	-5.6	-0.1	-2.6	-0.5	-8.6	8.8	-25.8
O=S(=O)(NNC(=S)Nc1ccc(S(=O)(=O)Nc2ncccn2)cc1)c1ccc(Br)cc1	8.5	-1.0	-19.7	10.1	6.1	0.9	14.6	3.2	-6.4
CCc1ccc(NS(=O)(=O)c2ccc(NC(=O)N3CCCC3)cc2)cc1	1.2	0.8	2.5	-3.6	-4.3	1.3	-1.0	7.1	.
CCCn1c(/N=C/c2ccc3c(c2)OCO3)nc2ccccc21	-4.3	-0.5	-0.1	8.2	-5.0	-1.8	0.9	13.7	14.2
COc1ccc(CNC(=O)COC(=O)CCc2c[nH]c3ccccc23)cc1	-0.3	0.0	10.0	1.5	4.0	-0.3	1.1	8.8	-8.0
CC(C)n1nc(C(=O)NCCCN2CCCC2=O)c2ccccc2c1=O	0.0	-0.6	-5.5	1.5	-6.2	-2.0	-2.5	2.8	14.8
CC(=O)N1CCCc2cc(S(=O)(=O)CCC(=O)N3CCN(c4cccc(C)c4)C(C)C3)ccc21 (configuration not stated)	2.0	-0.1	21.4	0.2	.	0.5	.	12.0	-6.7
Oc1ccccc1C1=Nc2ccccc2N=C(c2ccco2)C1	1.0	0.1	11.6	-0.7	3.5	0.2	45.2	0.1	-2.2
COc1ccc2nc(NC(=O)c3cc(=O)c4cc(C)c(C)cc4o3)sc2c1	16.9	0.6	-10.2	-10.0	0.0	.	-4.0	-0.1	.
CN(C)c1ccc(CN(C(=O)COc2ccc(Br)cc2)C2CCS(=O)(=O)C2)cc1 (configuration not stated)	-8.0	0.2	5.6	3.4	-3.8	0.0	14.0	-0.9	28.9
Cc1ccc(C)c(NC(=O)CSc2nc3c([nH]c4ccccc43)c(=O)n2-c2ccc(F)cc2)c1	-4.1	-0.1	-15.2	-1.1	-5.5	0.6	.	1.5	.
O=C1NN(c2ccc(Cl)c(Cl)c2)C(=O)/C1=C/c1cccc(OC(=O)c2cccs2)c1	-0.7	-0.4	-6.0	2.0	-4.3	-0.3	.	0.9	16.9

Compound activity (PubChem)
